# Screening data as filed in PubChem.
# Lipid droplet: hepatic lipid droplet formation modulation; AML12 mouse hepatocytes, oleate lipid droplets, BODIPY imaging; inhibition, % at 6.5 µM; 0.4% of 240,000 active; AID 1656;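 active = lipid droplet intensity inhibited by at least 50%, with more than 500 cells counted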
#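 Test system: AML12 hepatocytes (mouse); reagent: oleate loading, 100 µM; dosing: one dose, 6.5 µM compound; incubation: overnight exposure; signal: fluorescence imaging, 20x objective, two fields per well; read-out basis: % inhibition of corrected integrated BODIPY droplet signal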
# Lipid droplet cells 6.5 µM: also measured in Lipid droplet; calls as there; cell count; measured here: cell count, cytotoxicity flag;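 cells counted across two imaged fields per well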
# Starred values were filed as active, the others as inactive. Only part of the results is shown, so the mix of outcomes need not match the whole.
# Each structure is followed by: Lipid droplet | Lipid droplet cells 6.5 µM
COc1ccc(-n2nc(C(=O)NCC(=O)Nc3cc(OC)ccc3OC)c3ccccc3c2=O)cc1
  -1.5 | 844
Cc1cc(C)n2nc(-c3ccc(Br)cc3)cc2n1
  -5.9 | 754
CCN1C(=NCCN2CCOCC2)N[C@@H](c2ccccc2)C(C(=O)OC)=C1C
  4.1 | 825
COc1ccc(C(=O)Nc2ccc(C(=O)NCC3CCCO3)cc2)c(OC)c1OC (stereo not given)
  4.6 | 809
CCc1ccc(-c2nc(CS(=O)CC(=O)NCCCN3CCC(C)CC3)c(C)o2)cc1 (stereo not given)
  8.3 | 734
CCN(CC)CCNC(=S)Nc1ccc2nc(N3CCN(C)CC3)cc(C)c2c1
  -10.2 | 770
Cc1ccc(N=C2C(=O)Nc3ccc(C)c(Br)c32)cc1
  -4.2 | 815
CCc1nc(C)c(C(=O)N2CCCC(C(=O)Nc3cccc(-c4cccc(C)c4)c3)C2)o1 (stereo not given)
  45.7 | 674
Cc1cccc(NC(=O)c2ccc3c(c2)CCN3S(C)(=O)=O)c1C
  -0.2 | 791
O=C(O)c1ccccc1-c1ccccc1C(=O)Nc1ccc2c(c1)CCC2
  14.2 | 806
Cc1cc(Cl)ccc1C(=O)C1CCCN(C(=O)c2cncs2)C1 (stereo not given)
  -3.9 | 776
CCn1c(SCc2ccccc2F)nnc1-c1ccncc1
  24.3 | 673
COc1ccc(NC(=O)C2CCN(S(=O)(=O)c3cccc4nonc34)CC2)cc1OC
  0.2 | 815
COc1cccc(C(=O)NNC(=O)C(=O)Nc2cccc(Cl)c2C)c1
  13.1 | 846
COc1ccc(C(=O)N/C(=C/c2ccco2)C(=O)NCc2ccco2)cc1
  -12.4 | 761
COC(=O)c1c(NC(=O)C(=O)N2CCOCC2)sc2c1CCC2
  -0.7 | 758
O=C(Nc1nc(-c2ccc3c(c2)OCCO3)cs1)c1ccco1
  13.8 | 688
CC1CCCN(C(=O)Cn2nnc(-c3ccccc3F)n2)C1 (stereo not given)
  11.8 | 818
Cc1ccccc1-n1ccnc1SCC(=O)NCC1CCCO1 (stereo not given)
  4.6 | 652
CCOC(=O)N1CCN(CC(O)COc2ccc(-c3ccccc3)cc2)CC1 (stereo not given)
  0.3 | 712
O=C(NCc1ccccn1)C(=O)NCC1OCCN1S(=O)(=O)c1ccc([N+](=O)[O-])cc1 (stereo not given)
  5.6 | 834
COc1ccc(-c2c(C)oc3c(CN4CCCCC4C)c(O)ccc3c2=O)cc1 (stereo not given)
  -0.6 | 821
CCC1CCCCN1S(=O)(=O)c1ccc(NC(=O)c2nc(S(C)(=O)=O)ncc2Cl)cc1 (stereo not given)
  24.3 | 799
NS(=O)(=O)c1ccc(NC(=O)CSc2n[nH]c(=O)n2Cc2ccccc2)cc1
  4.8 | 758
Cc1cccc(NC(=O)CCN2CCCCC2)c1
  8.5 | 839
Cn1cc(C(=O)C(=O)NCCc2ccccc2)c2ccccc21
  -1.7 | 852
COc1ccc(-c2cn(CCO)nc2-c2ccc(OC)cc2)cc1
  3.4 | 783
Cc1ncc([N+](=O)[O-])n1CC(=O)Nc1ccc(F)cc1F
  10.7 | 859
CC1=C(C)CC(C(=O)NCc2ccccc2F)C(C(=O)O)C1 (stereo not given)
  4.7 | 791
CN(CC(=O)Nc1cccc(F)c1)C(=O)c1cc(S(=O)(=O)N(C)C)ccc1N1CCCC1
  1.5 | 830

# (next part)
# Each structure is followed by: Lipid droplet | Lipid droplet cells 6.5 µM
O=C(O)C(NC(=O)C1CCCN1C(=O)OCc1ccccc1)c1ccccc1 (stereo not given)
  -3.4 | 738
Cc1ccc(C2CC(c3cccs3)=NN2C(=O)CCl)cc1 (stereo not given)
  7.9 | 704
O=C1COc2cc(S(=O)(=O)CCC(=O)N3CCCCC3)c(Cl)cc2N1
  -6.0 | 765
Nc1nonc1C(=O)NCCNC(=O)c1ccc(Cl)c(Cl)c1
  -0.1 | 733
O=C(c1ccccc1NS(=O)(=O)c1ccc(F)cc1)N1CCCCC1
  -2.8 | 811
COc1ccccc1-n1c(SCC(=O)O)nc2c(sc(=S)n2-c2ccc(C)c(C)c2)c1=O
  1.3 | 838
CCc1ccc(S(=O)(=O)Nc2nnc(N)s2)cc1
  -11.7 | 811
O=C(CCC(=O)N1CCOCC1)NCCc1ccc(Cl)cc1Cl
  -11.1 | 782
O=C1c2cccnc2C(=O)N1Cc1ccc(S(=O)(=O)NCc2ccco2)s1
  -0.6 | 771
CC(=N\NC(=O)c1ccc([N+](=O)[O-])cc1)/C(=N/O)C(=O)Nc1ccccc1
  -2.7 | 851
CCN1CCN(CCCNC(=O)c2ccc(/C=C3/Oc4ccccc4N(Cc4cccc(C)c4)C3=O)cc2)CC1
  -6.2 | 714
O=C(Nc1ccc(N2CCN(C(=O)c3ccco3)CC2)cc1)c1ccccc1Br
  -5.7 | 682
N#C/C(=C\c1ccccc1)C(=O)NC1CC1
  3.3 | 828
Cc1ccnc(NCc2ccc(Cl)cc2)c1
  2.2 | 768
Cc1ccc(C(=O)O/N=C(\N)c2ccccn2)c(C)c1
  -1.6 | 804
COCCN(CCOC)C(=O)c1ccc(CSc2nc3ccccc3s2)cc1
  -6.8 | 804
CCOC(=O)c1c(C)nsc1NC(=O)c1ccco1
  -0.3 | 810
C=CCN1C(=O)c2ccc(C(=O)NCCc3ccc(F)cc3)cc2C1=O
  5.4 | 650
Cc1cccc(OCCN2CCOCC2)c1C
  2.0 | 838
CC1Cc2cc(/C(O)=C3/C(=O)C(=O)N(CCCn4ccnc4)C3c3ccc(Br)cc3)ccc2O1 (stereo not given)
  17.3 | 694
COc1cc(CCC(=O)OCc2ccccc2C#N)cc(OC)c1OC
  -15.5 | 797
O=C(CN1C(=O)/C(=C/c2ccccc2Cl)SC1=S)NC1CCS(=O)(=O)C1 (stereo not given)
  4.0 | 736
CCOc1ccccc1N(CC(=O)Nc1ccccc1C(=O)N1CCOCC1)S(C)(=O)=O
  19.3 | 701
Cc1cccc(NC(=O)NNC(=O)COc2ccc([N+](=O)[O-])cc2)c1C
  -0.7 | 873
Cc1ccc(NC2CCCN(C(=O)CCC3(C)CC3)C2)cc1C (stereo not given)
  -14.5 | 692
Cc1ccc(OCCNC(=O)c2ccccc2F)cc1
  -2.2 | 866
CC1C(=O)N2CCCc3cc(S(=O)(=O)N(C)Cc4ccccc4)cc1c32 (stereo not given)
  -0.6 | 741
CN(C)c1ccc(-c2nnc(-c3cccnc3)o2)cc1
  -1.8 | 876
Cc1c(Cl)c([N+](=O)[O-])nn1CC(=O)NC(C)c1ccccc1 (stereo not given)
  -0.2 | 864
Cc1cccc(Nc2nc(-c3ccc(F)c(C)c3)cs2)n1
  29.2 | 850

# Reprinted from the part before: two entries, then new ones.
# Each structure is followed by: Lipid droplet | Lipid droplet cells 6.5 µM
Cc1c(Cl)c([N+](=O)[O-])nn1CC(=O)NC(C)c1ccccc1 (stereo not given)
  -0.2 | 864
Cc1cccc(Nc2nc(-c3ccc(F)c(C)c3)cs2)n1
  29.2 | 850
CCOc1ccc(S(=O)(=O)NC(C)C(=O)NCc2ccc3c(c2)OCO3)cc1 (stereo not given)
  1.0 | 842
CCC(=O)N1c2ccc(S(=O)(=O)N3CCCCC3)cc2CC1C (stereo not given)
  6.7 | 754
COc1cccc(O)c1CN1CCC(C(=O)Nc2ccc(-c3cccc(C)c3)cc2)CC1
  3.3 | 769
CCOc1ccc(C(CC(=O)O)NC(=O)C(CC)c2ccccc2)cc1 (stereo not given)
  -2.5 | 878
COc1ccc(NC(=O)N2CCN(C(=O)C3CCCO3)CC2)cc1 (stereo not given)
  -2.3 | 833
Cc1nc(N2CCCCC2)c2c(C)c(C(=O)Nc3ccc4c(c3)OCCO4)sc2n1
  2.6 | 704
Cn1c(=O)c2c([nH]c(=S)n2Cc2ccc(Cl)cc2)n(C)c1=O
  -0.3 | 800
O=C(Nc1ccc(CN2CCOCC2)cc1)c1ccc(Cl)cc1
  14.6 | 790
COc1ccc(NC(=O)CN(C)C(=O)C(C)Sc2ccccc2)cc1 (stereo not given)
  -25.3 | 784
O=C(c1cc2cc(Cl)ccc2[nH]1)N1CCN(c2ccc(F)cc2)CC1
  6.7 | 749
CC(C)c1ccc(C(=O)Nc2nnc(S(=O)(=O)N3CCOCC3)s2)cc1
  1.2 | 711
O=C(C1CCOCC1)N1CCCC(N2CCN(c3cccc(C(F)(F)F)c3)CC2)C1 (stereo not given)
  -2.5 | 626
Cc1ccc(N(CC(=O)N2CCCCCC2)S(=O)(=O)c2ccccc2)cc1
  -47.0 | 462
O=C(NC1CCN(Cc2ccccc2)CC1)C1CCN(S(=O)(=O)c2cccc([N+](=O)[O-])c2)CC1
  -22.0 | 698
COc1cc(/C=C/C(=O)OCC(=O)NCc2ccco2)ccc1OC(F)F
  -1.5 | 707
O=C(c1ccc(-n2cncn2)c([N+](=O)[O-])c1)N1CCN(c2cccc(Cl)c2)CC1
  -2.4 | 650
CC(NC(=O)CCCc1nnc2n(C)c(=O)c3sccc3n12)c1ccccc1 (stereo not given)
  4.7 | 693
CCC(=O)c1ccc(OCC(=O)Nc2ccccc2N2CCCCC2)cc1
  -9.8 | 813
COc1ccc(/C(C)=N/NC(=O)c2ccncc2)cc1
  4.5 | 786
C/C(=N\NC(=O)c1ccc(C)cc1)c1c(C)[nH]n(-c2ccccc2)c1=O
  -10.9 | 768
Cc1nnc(NC(=O)CSc2nnc(CNC(=O)c3ccc(F)cc3)o2)s1
  2.5 | 831
COC(=O)[C@@H](Cc1c[nH]c2ccccc12)NC(=O)CNC(=O)c1ccccc1OC
  -7.7 | 749
COc1ccc(/C=C/C(=O)N2CCN(c3ccccn3)CC2)cc1OC
  -3.3 | 826
Cc1ccc(C(=O)COC(=O)CN2C(=O)C3C4C=CC(C4)C3C2=O)cc1[N+](=O)[O-] (stereo not given)
  12.3 | 826
COCCCn1c(=O)c2sccc2n2c(CCCC(=O)NCc3cccc(OC)c3)nnc12
  -1.7 | 688
CC(=O)Nc1ccc(/C=C/c2nc3ccccc3[nH]c2=O)cc1
  -12.2 | 764
Cc1cccc(OCCCC(=O)Nc2ccc(S(=O)(=O)Nc3ncccn3)cc2)c1C
  -7.6 | 562
O=C(CCC(=O)N1CCSc2ccccc21)NC1CCCCC1
  -6.3 | 818
Cn1c(CNC(=O)CNS(=O)(=O)c2ccc(F)cc2F)cc(=O)n(C)c1=O
  18.8 | 730
Cc1c(C(=O)N(C)CCC#N)oc2ccc(S(=O)(=O)N3CCOCC3)cc12
  0.1 | 755

# The list continues.
# Each structure is followed by: Lipid droplet | Lipid droplet cells 6.5 µM
CC(C)c1ccc(NC(=O)CC2Oc3ccccc3NC2=O)cc1 (stereo not given)
  -4.6 | 676
COc1cc2ccccc2cc1C(=O)N(CCN(C)C)c1nc2c(F)cccc2s1
  13.7 | 764
COc1cccc(C(=O)c2cn(CC(=O)NCc3ccco3)c3nc(C)ccc3c2=O)c1
  -17.0 | 774
CCCCn1c2ccccc2c2nnc(SCCN3CCCCC3)nc21
  -8.5 | 885
COc1ccc(S(=O)(=O)N2CCN(C(=O)C3CC3)CC2)cc1
  2.5 | 774
COc1ccc(N2CCN(C(=O)c3nn(C)c4c3CS(=O)(=O)c3ccccc3-4)CC2)cc1
  2.3 | 729
CCc1ccccc1NC(=O)C1CCCN(S(=O)(=O)c2ccc3c(c2)CC(C)N3C(C)=O)C1 (stereo not given)
  1.6 | 782
COc1ccc(N2CC(C(=O)OCC(=O)Nc3cc(C)on3)CC2=O)cc1 (stereo not given)
  9.5 | 753
O=C(O)CCc1ccc(-c2ccc(Br)cc2)n1-c1ccc(O)cc1
  3.2 | 857
Cc1ccc(-c2c(C(=O)N/N=C/c3ccc(OC(C)C)cc3)nnn2-c2nonc2N)cc1
  5.4 | 709
CC(=O)Nc1ccc(S(=O)(=O)Nc2ccccc2N2CCOCC2)cc1Cl
  -12.3 | 826
COc1ccc(-c2cc(=O)oc3c(C)c(O)ccc23)cc1
  21.4 | 808
COc1ccc(NS(=O)(=O)c2cc3c(cc2C)NC(=O)CO3)c(OC)c1
  8.1 | 794
Cc1ccccc1NC(=O)c1ccc2ccccc2c1
  -9.9 | 849
COc1cccc(NC(=O)c2ccccc2-c2ccccc2C(=O)O)c1
  -0.3 | 773
CCc1ccccc1NC(=O)CCS(=O)(=O)c1ccc(OC)cc1
  -1.2 | 856
Cc1ccc(NC2CCCN(C(=O)Cc3nonc3C)C2)cc1C (stereo not given)
  -5.9 | 714
COC(=O)c1ccc(S(=O)(=O)c2ccc(Cl)cc2)c(N)c1
  -60.1 | 674
CCN(CC)C(=O)Cn1cc(C(=O)C(=O)NCCc2ccccc2)c2ccccc21
  43.6 | 748
CCOC(=O)c1ccc(NC(=O)CSC2=NN3CCCC(=O)N=C3S2)cc1
  -0.4 | 735
COc1ccccc1OCC(=O)N1CCN(C(=O)COc2ccccc2OC)CC1
  -10.0 | 791
O=C(N/N=C/c1ccc2c(c1)OCO2)c1cccc(NC(=O)c2ccccc2Cl)c1
  8.2 | 730
O=C(CCC(=O)N1CCN(c2ccc(F)cc2)CC1)N1CCN(c2ccc(F)cc2)CC1
  -1.9 | 808
CCCCCn1c(N2CCCC2)nc2c1c(=O)n(C)c(=O)n2C
  -2.5 | 787
CC(C)(C)NC(=S)N1CCC(C(=O)c2ccc(Cl)cc2)CC1
  -0.2 | 792
C/C(=N/NS(=O)(=O)c1ccc(Cl)cc1)c1ccncc1
  4.1 | 766
O=C(NC1CCCN(CCc2ccccc2)C1)c1c[nH]c2ccccc12 (stereo not given)
  -2.9 | 823
COc1cccc(CN2C(=NC(=O)C3CC3)SC3CS(=O)(=O)CC32)c1 (stereo not given)
  10.4 | 677

# Profiles as entered above. Values in the order: Lipid droplet | Lipid droplet cells 6.5 µM
# `COc1ccc(-n2nc(C(=O)NCC(=O)Nc3cc(OC)ccc3OC)c3ccccc3c2=O)cc1` reads -1.5 | 844
# `CCn1c(SCc2ccccc2F)nnc1-c1ccncc1` reads 24.3 | 673
# `CCC(=O)N1c2ccc(S(=O)(=O)N3CCCCC3)cc2CC1C` (stereo not given) reads 6.7 | 754
# `Cc1cccc(OCCCC(=O)Nc2ccc(S(=O)(=O)Nc3ncccn3)cc2)c1C` reads -7.6 | 562
